TSHR antag: antagonists of human thyroid stimulating hormone receptor | P16473 | TSHR-expressing cells, TSH-stimulated cAMP HTRF, 2 h; hits give low values | activity change, negative = inhibition, % at 11.5 µM | actives 0.2% (n = 330,000);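 active = activity change below a set negative limit, meaning inhibition stronger than a set level, cut at about -70% in these data; inconclusive = activity change between two set negative limits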; note: % is set by controls: 0 for no effect and ±100 for the full control effect
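TSHR-expressing cells, 200/well, pre-treated with compound, then stimulated with EC80 TSH (4nM final) for 2 hours at 37 deg C. cAMP measured by competitive HTRF: anti-cAMP cryptate antibody in lysis buffer plus cAMP-d2, read after 30 minutes at room temperature.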
BCR signal inh: blocks chronic active B-cell receptor signaling | actives 0.05% (n = 340,000) | AID 493014 | ABC-DLBCL IkBa-CBG/CBR reporter, luminescence ratio, 4 h | Potency, µM (titrated, usually from 46.1 µM), for the others: top-dose ratio change, negative = lower green/red ratio, usual class: inhibitors; active = well fitted inhibition curve with a large enough effect in the signal ratio, with a control signal flat, not every such curve was filed as active; inconclusive = small, poorly fitted or top-dose-only effect, or effect the other way, or a change in a side signal; the % refers to the signal ratio;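 note: potency is the fitted concentration of half-maximal effect; plate controls were basal doxycycline-induced cells for no effect and cells given 10 µM MG132 for full effect; MG132 reads +100%, hits lower the ratio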
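Compounds up to 46 uM were incubated four hours with TMD8 cells whose green CBG68 luciferase is fused to IkappaBalpha; red CBR luminescence normalised the signal, and concentration-effect curves were fitted to fusion, red and ratio data.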
ELG1 repair inh: ELG1-dependent DNA repair inhibition; HEK293T ELG1-luciferase reporter, luminescence, 16 h; DNA damage induced by 5-fluorouridine; Potency, µM (top dose mostly 46.1 µM), for inactives: top-dose activity change, negative = inhibition, most hits filed as inhibitors; actives 2.3% (n = 330,000); AID 504467; note: potency is the fitted concentration of half-maximal effect; % is set by controls: 0 for no effect and ±100 for the full control effect; nearly all actives have a fitted effect of over 55% in size
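Overnight (16 hr) co-exposure of 2,000 cells/well to 5-fluorouridine and compound at 37 °C preceded detection. Luciferase was quantified via ONE-Glo luminescence; loss of signal denotes inhibition.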
Mito fusion act: blocks mitochondrial division or promotes mitochondrial fusion. S. cerevisiae fusion-defective mutant growth rescue, CellTiterGlo 48 h. Potency, µM (highest dose often 46.1 µM), without a hit: at the highest dose growth rescue (activation), actives largely listed as activators. actives 0.23% (n = 320,000);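 note: potency is the fitted concentration of half-maximal effect; % of control where 0% means no effect; nearly all actives have a fitted effect of over 45% in size; temperature-sensitive fusion mutants such as fzo1-1 at 37 °C on non-fermentable ethanol glycerol medium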
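S. cerevisiae fusion-defective temperature-sensitive mutants (e.g. fzo1-1, mgm1-5) grown 48 h at 37C in YPEG (ethanol/glycerol non-fermentable) medium with 23 nl compound per well; growth rescue read as CellTiterGlo luminescence.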
USP2a block: blocks human ubiquitin-specific protease USP2a; Potency, µM (doses to about 38.3 µM), for the others: top-dose activity change, negative = inhibition, hits mostly inhibitors; actives 0.01% (n = 330,000); USP2 core, Ub-CHOP2 coupled fluorogenic reporter, 485/531;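 note: potency is the fitted concentration of half-maximal effect; plate controls were DMSO wells for no effect and full inhibition by NEM control for full effect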
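Cell-free coupled assay: 10nM USP2 core preincubated 30min RT with compound in Tris-HCl pH 8.0/CaCl2/CHAPS buffer, then 25nM Ub-CHOP2 and 25nM reporter substrate; fluorescence (Ex 485/Em 531) read after 60min RT, normalized to NEM inhibition, concentration-response curves fitted.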
TCR activator: activators of T cell receptors; 330,000 tested, under 10 active; primary human leukocytes, anti-CD3, IL-2 HTRF, 48 h; Potency, µM (doses to about 9.22 µM), for inactives: at the highest dose activation of IL-2 secretion, actives largely listed as activators; note: % of control where 0% means no effect
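Activity was scored as IL-2 release from primary human leukocytes given only a TCR signal (a-CD3 beads) plus compound for 48 hr. Detection used a two-antibody HTRF format read at 665nm.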
TSG101-PTAP inh: blocks PTAP/TSG101 interaction to inhibit HIV-1 budding | Potency, µM (doses to about 115 µM), for inactives: at the highest dose activity change, negative = inhibition, most hits filed as inhibitors | Fluorescence polarization, FITC-PTAP peptide / Tsg101 binding | Q99816 | 340,000 tested, under 10 active | AID 493005; active = well fitted inhibition curve with a large enough effect in the main read-out, with a control signal flat, not every such curve was filed as active; inconclusive = small, poorly fitted or top-dose-only effect, or effect the other way, or a change in a side signal; inactive = no such curve, though single readings can be large or run the other way; note: potency is the fitted concentration of half-maximal effect; % of control where 0% means no effect
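FP read-out: FITC-PTAP peptide, 50 nM final, binding Tsg101 binding domain, 10 uM final; 20 min, r.t.; 10 mM HEPES pH 7.5, 0.15 M NaCl, 0.01% Tween 20, 3 mM EDTA, 0.1 mM TCEP.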
Eya2 inh: blocks the phosphatase activity of human Eya2. O00167. recombinant Eya2, OMFP fluorescence dephosphorylation (OMFP is methylfluorescein phosphate). Potency, µM (doses to about 76.9 µM), without a hit: at the top dose activity, negative = inhibition, usual class: inhibitors. actives 0.006% (n = 330,000); note: potency is the fitted concentration of half-maximal effect; % is set by controls: 0 for no effect and ±100 for the full control effect
Target sequence (O00167 whole entry, looked up): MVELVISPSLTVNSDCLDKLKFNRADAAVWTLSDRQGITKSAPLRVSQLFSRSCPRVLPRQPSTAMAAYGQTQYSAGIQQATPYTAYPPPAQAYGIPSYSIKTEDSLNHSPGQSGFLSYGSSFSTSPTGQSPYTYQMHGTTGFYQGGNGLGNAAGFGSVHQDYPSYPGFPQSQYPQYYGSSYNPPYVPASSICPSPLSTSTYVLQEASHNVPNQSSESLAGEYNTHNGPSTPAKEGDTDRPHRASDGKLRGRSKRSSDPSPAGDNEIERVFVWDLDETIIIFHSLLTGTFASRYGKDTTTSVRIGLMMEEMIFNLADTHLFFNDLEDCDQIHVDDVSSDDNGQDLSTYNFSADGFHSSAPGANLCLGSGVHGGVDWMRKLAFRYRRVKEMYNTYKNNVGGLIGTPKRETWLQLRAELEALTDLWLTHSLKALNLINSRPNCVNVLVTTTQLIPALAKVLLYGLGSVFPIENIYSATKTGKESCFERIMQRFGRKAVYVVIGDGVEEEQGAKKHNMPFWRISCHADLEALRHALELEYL
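Eya2 protein (added as 0.2 uM solution) was preincubated with compound for 10 min at ambient temperature in 50 mM HEPES pH 7.5, 50 mM NaCl, 5 uM MgCl2, 0.05% BSA, 1 mM DTT. OMFP (added at 50 uM) then reacted 10 min; fluorescence read at 485/525 nm.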
B2AR arrestin: agonists driving beta-arrestin recruitment to human beta2-adrenergic receptor | actives 0.02% (n = 330,000) | P07550 | Potency, µM (top dose mostly 46.1 µM), without a hit: at the highest dose activation, hits mostly activators | beta-arrestin recruitment to beta2AR, cell-based reporter | AID 492947;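 note: potency is the fitted concentration of half-maximal effect; 0% = DMSO controls and full agonism = EC100 isoproterenol or metaproterenol; nearly all actives have a fitted effect of over 65% in size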
Target sequence (P07550 whole entry, looked up): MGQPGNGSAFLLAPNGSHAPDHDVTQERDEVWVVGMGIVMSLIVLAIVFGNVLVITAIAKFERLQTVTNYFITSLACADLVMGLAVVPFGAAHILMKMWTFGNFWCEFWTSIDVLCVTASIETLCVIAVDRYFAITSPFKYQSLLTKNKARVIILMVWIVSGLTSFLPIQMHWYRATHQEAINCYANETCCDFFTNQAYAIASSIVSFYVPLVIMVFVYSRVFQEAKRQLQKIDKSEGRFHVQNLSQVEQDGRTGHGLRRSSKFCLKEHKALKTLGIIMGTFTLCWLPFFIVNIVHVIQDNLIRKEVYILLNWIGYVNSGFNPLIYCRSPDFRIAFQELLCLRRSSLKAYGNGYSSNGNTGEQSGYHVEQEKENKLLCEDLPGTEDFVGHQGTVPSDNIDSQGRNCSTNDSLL
uPA surface inh: blocks generation of uPA at the cell surface; actives 0.31% (n = 330,000); cell surface uPA generation assay, qHTS; Potency, µM (series often up to 38.3 µM), inactives show at the highest dose activity change, negative = inhibition, usual class: inhibitors; active = well fitted inhibition curve with a large enough effect; inconclusive = small, poorly fitted or top-dose-only effect; inactive = no such curve, though single readings can be large or run the other way; tested in mouse RAW 264.7 cells; note: potency is the fitted concentration of half-maximal effect; % is set by controls: 0 for no effect and ±100 for the full control effect; nearly all actives have a fitted effect of over 55% in size
Tb PFK inh: inhibitors of T. brucei phosphofructokinase; actives 0.17% (n = 330,000); O15648; T. brucei PFK, ADP-Glo luminescence; Potency, µM (top dose mostly 57.5 µM), without a hit: top-dose activity, negative = inhibition, actives largely listed as inhibitors;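 note: potency is the fitted concentration of half-maximal effect; 0% = uninhibited 1x PFK enzyme wells and -100% = no-enzyme wells; nearly all actives have a fitted effect of over 60% in size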
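In TEA buffer at pH 8.0 with 5 mM MgCl2, enzyme (1.25 nM) converted F6P (0.5 mM) and ATP (0.1 mM) for 45 min at room temperature. ADP product was read by luciferase luminescence.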
* hit, by the source's call; ? = inconclusive; · = not tested or not shown; [ ] = another dose, or the depositor's remark. Unless noted, calls come from the whole dose curve; as a rule, active = well fitted curve in the direction sought with a large enough effect; inconclusive = small, poorly fitted or top-dose-only effect, or another doubt; inactive = no such curve, though single readings can be large; an effect the other way counts as inactive or inconclusive.

SMILES | TSHR antag | BCR signal inh | ELG1 repair inh | Mito fusion act | USP2a block | TCR activator | TSG101-PTAP inh | Eya2 inh | B2AR arrestin | uPA surface inh | Tb PFK inh
CN(CC(=O)Nc1ccccc1C(F)(F)F)C(=O)CC1OC(=O)c2ccccc21 (stereo unspecified) | 15 | 1% | 1% | -2% | 0% | -3% | -1% | 14% | -0.9% | -1% | -2%
COC(=O)c1cc(CNC(=O)c2ccc(N3CCCC3)c([N+](=O)[O-])c2)ccc1OC | 0 | ? | ? | 2% | -1% | 3% | 0% | 8% | -0.1% | 6% | 2%
CCOc1ccccc1C(=O)N[C@H](C(=O)Nc1ccc(OC)c(S(=O)(=O)N2CCOCC2)c1)C(C)C | 33 | 2% | ? | -7% | ? | 8% | -3% | -22% | -0.3% | 6% | -5%
CN1CCC(NCCC(c2ccc(F)cc2)c2ccc(Cl)cc2)CC1 (stereo unspecified) | 10 | ? | ? | -32% | -7% | -2% | 3% | -7% | -0.2% | 1% | -4%
CCCc1nnc(NS(=O)(=O)c2ccccc2)s1 | 1 | 3% | 14% | 1% | 5% | 9% | -1% | 12% | -0.9% | -1% | -3%
Cc1nn(CC(=O)NCCc2ccc(Cl)cc2)c(=O)c2cccn12 | 9 | -9% | 20% | -4% | 4% | -7% | -2% | 1% | -0.5% | -2% | -5%
COc1ccc(OC)c2c1C(=O)C(Cl)=C(Cl)C2=O | -103* | ? | 21µM* | 2% | 2% | 12% | -1% | 4% | 3.3% | ? | 1.2µM*
CCOc1ccc2[nH]c(=O)c(CN(CC3CCCN3CC)C(=O)NCc3ccccc3)cc2c1 (stereo unspecified) | 5 | 11% | 26% | -3% | -1% | 4% | 4% | 14% | 3.1% | -3% | 1%
CC(C)OC(=O)CSc1nnc(SCc2cccc3ccccc23)s1 | -24 | ? | -7% | 3% | 2% | -2% | -7% | 20% | 0.5% | -1% | 3%
Fc1cccc(Cl)c1/C=C/c1cnc2ccccc2n1 | 5 | ? | ? | -2% | 4% | 3% | -4% | -13% | 0.1% | -7% | 1%
CN(Cc1nc2ccccc2c(=O)[nH]1)C(=O)c1cc2c(s1)CCCCC2 | -5 | 0% | -14% | · | 4% | 7% | -4% | 4% | -0.6% | 8% | -4%
CCOC(=O)NC(=O)CSc1nc2ccc(C)cc2[nH]1 | 1 | 1% | ? | -4% | 0% | -3% | -3% | -2% | 0.0% | -4% | 3%
CCN1CCN(Cc2ccc(NC(=O)c3ccc(C)c(NC(=O)c4ccc5n[nH]nc5c4)c3)cc2C(F)(F)F)CC1 | -9 | ? | -2% | -5% | 6% | 7% | 0% | -7% | -0.3% | 0% | 5%
ClC(=C\c1ccccc1)/C=N/N1CCN(c2ccccn2)CC1 | -18 | 15% | ? | -4% | 0% | 6% | 17% | 1% | 0.2% | 2% | -6%
Cc1cccc(Nc2nnc(C)c(=O)n2N)c1 | 14 | -10% | 5% | 2% | 0% | -2% | -4% | -5% | -0.3% | 6% | 0%
C[C@]12c3[nH]c4ccccc4c3CCN1C(=O)C(CC(=O)NCC13CC4CC(CC(C4)C1)C3)C[C@@H]2C(=O)N1CCCCC1 (stereo partly specified) | -1 | 2% | ? | · | -12% | -3% | 0% | -35% | -0.3% | ? | 0%
CCC(=O)N(CCc1ccccc1)Cc1cc2cc3c(cc2[nH]c1=O)OCO3 | 13 | -3% | -9% | 3% | -4% | -3% | 0% | 4% | -0.8% | · | 0%
COc1cc(C(C)=O)ccc1OC(=O)C(C)N1C(=O)c2ccccc2C1=O (stereo unspecified) | 5 | 0% | 12% | -5% | -1% | 1% | -10% | 8% | -0.5% | 8% | -2%
CCOC(=O)C1=NNC(C(=O)c2ccc(OC)cc2)C1c1ccccc1 (stereo unspecified) | 1 | -14% | 4% | 1% | -1% | -1% | -3% | 5% | 0.4% | 4% | -1%
COc1ccc(C2=NOC(C(=O)Nc3ccc4c(c3)OCO4)C2)cc1OC (stereo unspecified) | -6 | -4% | ? | 0% | 0% | -4% | 0% | 4% | 0.4% | -4% | 0%
COc1cc(/C=N/NC(=O)c2ccc3c(c2)OCCO3)cc(Cl)c1O | 26 | ? | ? | -24% | 0% | 0% | -2% | 15% | -1.1% | ? | 5%
CCc1cccc(NC(=O)c2cc(S(=O)(=O)N(C)C)ccc2N2CCCC2)c1 | 5 | -1% | -9% | -13% | 4% | · | -4% | -5% | 0.3% | 0% | -4%
COc1ccc(NC(=O)CN(c2ccc([N+](=O)[O-])cc2)S(=O)(=O)c2ccccc2)c(OC)c1 | 13 | 11% | -17% | -3% | -12% | -4%[46.1 µM] | -6% | -20% | 0.1% | 1% | 0%
Cn1cc(CN2CCN(CCc3ccccc3)C(CCO)C2)cn1 (stereo unspecified) | -4 | 0% | 3% | 3% | 0% | -23% | -3% | 4% | -0.8% | 4% | 0%
COc1cc(NC(=O)Nc2cccc([N+](=O)[O-])c2)cc(OC)c1 | -8 | 12% | ? | 1% | -2% | 5% | 1% | -1% | 0.4% | 7% | -8%
COc1ccc(-c2nnc(SC(C)C(=O)Nc3c(C)n(C)n(-c4ccccc4)c3=O)o2)cc1 (stereo unspecified) | 8 | -1% | -1% | 4% | 6% | 0% | -5% | 8% | -0.1% | 8% | 1%
Cc1ccc(CSc2nnc(-c3ccco3)o2)cc1 | -12 | 7% | ? | 1% | 5% | -2% | -2% | -22% | 0.5% | -1% | -1%
CC(=Nc1ccc(Br)cc1)c1sc2ccccc2c1O | 3 | ? | ? | -4% | 7% | 2% | -10% | 9% | -0.5% | ? | 4%
Cc1ccccc1S(=O)Cc1ccc(C(=O)NCCN2CCOCC2)o1 (stereo unspecified) | 8 | 0% | 1% | 1% | 0% | 6% | 2% | 1% | 0.3% | 0% | 11%
CCC(=O)N1CCN(c2ccc(Cl)cc2NC(=O)c2cccc([N+](=O)[O-])c2)CC1 | -4 | 2% | 0% | 0% | 2% | 2% | -4% | 0% | -0.1% | 3% | -2%
COC(=O)c1ccc(COc2ccc(C(=O)c3ccccc3)cc2)o1 | -36 | -5% | 8% | 4% | -1% | 3% | -2% | -3% | -1.0% | -2% | 4%
CC(C)(C)c1ccc(OCCNC(=O)c2ncn[nH]2)cc1 | 3 | ? | ? | 2% | 5% | -3% | 1% | -4% | -1.1% | 9% | 1%
CCN(CC)C(=O)c1ccc(NS(=O)(=O)c2ccc(/C=C/C(=O)O)cc2)cc1 | -10 | 0% | 8% | -2% | 6% | 1% | -1% | -10% | 0.0% | 0% | -3%
CCOc1ccc(C(=O)c2cc([N+](=O)[O-])ccc2Cl)cc1 | 1 | -2% | 18% | -2% | 1% | -6% | -3% | 17% | -0.6% | -4% | -3%
O=C(Nc1ccc(Cl)cn1)c1cccc(S(=O)(=O)N2CCOCC2)c1 | -6 | 9% | ? | -2% | 1% | 8% | -8% | -9% | 0.0% | -4% | -1%
O=C(CCNC(=O)c1ccccc1Cl)Nc1nc(-c2ccc(F)cc2)cs1 | -4 | 23% | ? | 5% | 0% | 0%[46.1 µM] | 6% | -6% | -0.1% | 2% | 0%
COc1ccc(/C=N/N=C(\N)c2nonc2N)cc1OC | 1 | ? | ? | -12% | 1% | -4% | -1% | -7% | 0.1% | 2% | -7%
CCOC(=O)C1=C(N)N(c2ccccc2)C2=C(C(=O)CCC2)C1c1cccnc1 (stereo unspecified) | -4 | 3% | -4% | 7% | 1% | 4%[46.1 µM] | -3% | 5% | -0.3% | -4% | 0%
Cn1c(C(=O)c2ccccc2)nc2ccccc21 | 1 | 2% | ? | 0% | 4% | 1% | -5% | -2% | 0.3% | -16% | -7%
CC(C)(C)N(Cc1nc(-c2ccccc2)no1)C(=O)c1ccc2c(c1)OCO2 | -5 | 6% | 5% | 16% | 2% | -3% | -6% | -15% | -0.4% | 1% | 3%
CCOc1cc(/C=N/N2CCOCC2)ccc1OCc1ccc(C(=O)OC)o1 | 13 | -22% | -12% | -1% | 1% | -4% | -10% | 0% | -0.3% | 0% | 1%
N#Cc1ccccc1CSc1nc(N2CCCCC2)nc(N2CCCCC2)n1 | -26 | -1% | 12% | 5% | 1% | -5% | 1% | -3% | -0.3% | 7% | -11%

Random draw from the library; overall some 3% were active at least once.
